Compound activity as filed in PubChem BioAssay.
RXFP1 antagonist: blocks the human relaxin receptor RXFP1; Q9HBX9; HEK293-RXFP1, relaxin-stimulated cAMP HTRF, 30 min; hits give low values; activity change, negative = inhibition, % at 57.5 µM; hit rate 0.59% among 350,000;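 active means activity change of -60% or lower, but not beyond a set lower limit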; further: on the % scale 0 is the no-effect control and ±100 the full control effect
TRHR enhancer: allosterically enhances the human TRH receptor. P34981. TRHR cells, fluo-8 calcium fluorescence, EC20 TRH enhancement. enhancement, % at 2 µM. hit rate 0.66% among 360,000; in the data active means enhancement above about 30%; further: 0% is about no effect
Target sequence (P34981 whole entry, looked up): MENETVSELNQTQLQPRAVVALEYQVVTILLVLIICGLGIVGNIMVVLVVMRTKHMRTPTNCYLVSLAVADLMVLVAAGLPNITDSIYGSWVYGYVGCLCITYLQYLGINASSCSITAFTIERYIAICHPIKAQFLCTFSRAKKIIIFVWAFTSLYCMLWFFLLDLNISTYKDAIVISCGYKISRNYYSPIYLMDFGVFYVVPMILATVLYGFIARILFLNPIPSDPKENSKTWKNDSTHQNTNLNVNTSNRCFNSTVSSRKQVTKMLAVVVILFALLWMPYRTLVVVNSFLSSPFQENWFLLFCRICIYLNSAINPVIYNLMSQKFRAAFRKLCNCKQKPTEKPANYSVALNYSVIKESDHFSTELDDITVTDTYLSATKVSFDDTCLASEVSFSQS
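TRHR-expressing cells loaded with fluo-8 calcium dye were read kinetically (ex 480/em 530) during compound addition, then stimulated with an EC20 of TRH (10 nM final). Enhancement of the Gq-mediated intracellular calcium response was scored.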
D2 antagonist: antagonists of human D2 dopamine receptor. P14416. HEK293 TREx D2 cells, calcium flux, dopamine EC80. inhibition, % at 10 µM. hit rate 2% among 340,000; in the data active means inhibition above about 30%; further: 0% is about no effect
Target sequence (P14416 whole entry, looked up): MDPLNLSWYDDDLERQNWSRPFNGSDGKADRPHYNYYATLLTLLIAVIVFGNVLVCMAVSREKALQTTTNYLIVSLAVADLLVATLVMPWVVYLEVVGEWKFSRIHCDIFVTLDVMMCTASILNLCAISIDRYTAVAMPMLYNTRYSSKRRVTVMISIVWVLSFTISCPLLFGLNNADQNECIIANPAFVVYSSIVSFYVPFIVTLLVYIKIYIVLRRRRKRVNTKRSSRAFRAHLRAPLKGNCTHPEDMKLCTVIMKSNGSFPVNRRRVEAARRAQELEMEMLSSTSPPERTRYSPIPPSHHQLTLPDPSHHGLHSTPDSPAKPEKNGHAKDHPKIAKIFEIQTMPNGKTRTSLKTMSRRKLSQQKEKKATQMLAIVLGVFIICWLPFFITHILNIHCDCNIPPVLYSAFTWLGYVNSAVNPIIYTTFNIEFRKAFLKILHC
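Read-out: kinetic calcium fluorescence (1 cycle/s) in inducible HEK293 T-REx D2 cells after an EC80 dopamine addition that followed 180 s compound preincubation. Loss of the dopamine response indicates antagonism.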
D1 agonist: agonists of human D1 dopamine receptor | activation, % at 2 µM | AID 504660 | HEK293 T-REx D1 cells, calcium flux, agonist mode | hit rate 1% among 360,000; further: 0% is about no effect
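Agonism was scored from calcium flux recorded over 180 s (1 read/s) after pintool compound addition, following a 10-cycle baseline. Cells were inducible force-coupled HEK293 TREx D1, plated overnight at 30 C and loaded with no-wash calcium dye.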
D1 antag: human D1 dopamine receptor antagonism | P21728 | HEK293 TREx D1 cells, calcium flux, dopamine EC80; hits give low values | activity change, negative = inhibition, % at 10 µM | hit rate 3.2% among 360,000; in the data active means activity change below about -30%; further: on the % scale 0 is the no-effect control and ±100 the full control effect
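Compound effects on dopamine-evoked calcium signalling were measured in tetracycline-induced HEK293 Trex D1 cells. Dopamine at EC80 followed a 180 s compound pre-read, and fluorescence was tracked kinetically for 180 s more.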
D2 PAM: positively modulates the human D2 dopamine receptor allosterically; AID 485347; HEK293 T-REx D2, calcium flux, EC20 dopamine potentiation; potentiation, % at 10 µM; hit rate 0.34% among 340,000; P14416;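 active means potentiation over 3 SD above the plate norm, cut at about 30% in these data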; further: 0% is about no effect
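Using a no-wash calcium dye in inducible, force-coupled HEK293 Trex cells expressing D2, we tracked fluorescence each second for 180 s after compound, then for 180 s after EC20 dopamine to detect augmented signalling.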
D2 ag: activates the human D2 dopamine receptor. HEK293 T-REx D2 cells, calcium flux agonist mode. activation, % at 2 µM. hit rate 0.53% among 340,000. AID 485358;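 active means activation over 3 SD above normal in the single-dose calcium agonist read, cut at about 30% in these data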; further: 0% is about no effect
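In this primary screen, compounds producing a positive calcium signal within 180 s of addition to tetracycline-induced, force-coupled HEK293 Trex D2 cells are flagged; cells are dye-loaded with a no-wash calcium kit beforehand.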
D1 PAM: human D1 dopamine receptor positive modulation; hit rate 0.036% among 360,000; AID 504651; HEK293 TREx D1 cells, calcium flux, dopamine EC20 potentiation; potentiation, % at 10 µM; in the data active means potentiation above about 30%; further: 0% is about no effect
TRHR ag: agonists of human TRH receptor; P34981; TRHR cells, calcium flux fluo-8, FDSS agonist mode; activation, % at 2 µM; hit rate 0.18% among 360,000; further: 0% is about no effect
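In this calcium-flux screen, cells bearing human TRHR are dye-loaded with fluo-8, baselined for 10 cycles, then exposed to library compounds; positive kinetic calcium responses during the agonist phase mark hits, with TRH as control.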
* marks the source's active call; other numbers are inactive results; nt = no result given. Unless noted, no stated cut-off is given here; in the data, active means activation above about 30%; inactive means the rest.

SMILES	RXFP1 antagonist	TRHR enhancer	D2 antagonist	D1 agonist	D1 antag	D2 PAM	D2 ag	D1 PAM	TRHR ag
CCOC(=O)c1cccc(NC(=O)CC2C(=O)N(c3ccccc3)C(=O)N2Cc2ccco2)c1 (centres undefined)	6.5	-2.6	nt	-0.7	2.9	-2.2	nt	-2.9	-0.6
O=C(NCC[C@@H]1C[C@@H]2C=C[C@H]1C2)c1cc(COc2ccc(F)cc2F)on1	-2.6	1.5	-18.8	7.0	29.1	-5.2	0.3	-3.5	0.4
COc1ccc(CCNC(=O)Cn2c(=O)n(-c3cc(OC)c(OC)c(OC)c3)c(=O)c3ccccc32)cc1OC	-11.0	4.3	nt	1.2	1.1	9.4	0.0	0.2	0.2
CC(C)NC(=O)c1cc(-c2ccco2)on1	4.2	3.8	-15.2	2.2	4.4	15.4	-0.4	-6.5	0.0
O=C(O)c1ccc2c(c1)C(=O)N([C@H](Cc1ccc(F)cc1)C(=O)O)C2=O	nt	4.5	nt	1.1	-11.8	nt	nt	6.0	0.7
O=C(CSc1cccc(C(F)(F)F)c1)Nc1ccc(Cl)cc1Cl	-5.1	-5.6	48.6*	1.0	7.1	-8.5	-0.2	1.5	0.1
CCS(=O)(=O)N1CCCC(C(=O)NCCc2ccc(C)cc2)C1 (centres undefined)	6.0	-2.5	15.2	-0.2	-4.3	4.5	1.9	-0.8	-0.1
COCCNCCCCOc1ccccc1-c1ccccc1	nt	2.6	92.0*	5.1	-1.9	-33.6	0.6	-4.2	-0.2
CCn1cc(C(=O)N(C)c2cc(C)ccc2OC)c2cc(OC)c(OC)cc2c1=O	4.7	-4.9	9.7	1.2	-9.8	2.9	1.6	-0.1	-0.1
COc1ccc(OS(=O)(=O)Cc2ccccc2)cc1	0.2	1.4	-3.8	-0.1	-10.2	0.2	-0.6	1.1	-0.9
Cc1ccc(S(=O)(=O)Nc2nc(-c3ccc(F)cc3)cs2)cc1	-1.7	-4.3	-8.6	2.2	3.6	-8.6	-1.0	-2.2	-1.0
CN1CCC(=O)N([C@H](CN=[N+]=[N-])c2ccccc2)CC1	nt	0.4	-26.4	0.2	13.9	1.6	-0.2	-4.5	2.1
Cc1[nH]c2ccccc2c(=O)c1C(=O)/C=C/c1ccccc1	-7.9	0.5	-5.7	0.6	1.9	7.7	0.0	1.3	0.1
Cc1ccc(NC(=S)NC2CCN(Cc3ccccc3)CC2)c(C)c1	0.2	2.2	46.9*	6.8	-17.5	-20.8	0.3	-5.6	1.2
COc1cc(Cl)c(NS(=O)(=O)c2c(C(=O)N3CCCC3)c(C)n(C)c2C)c(OC)c1	-1.9	1.7	-1.6	3.4	4.1	4.9	0.0	-6.8	0.2
COc1ccc(C2=NOC(C(=O)Nc3ccc4c(c3)OCO4)C2)cc1OC (centres undefined)	-5.9	-1.6	-0.1	1.4	6.8	0.2	0.0	0.4	-0.6
CCN(Cc1nc2ccccc2c(=O)[nH]1)C(=O)c1ccc(C)c(NC(=O)c2ccco2)c1	2.4	11.5	4.2	0.2	-4.3	24.7	0.3	2.9	0.7
CCNc1nc(NC(C)C)nc(Nn2cnnc2)n1	7.3	4.4	-15.0	2.3	6.4	-1.7	0.4	-2.3	0.3
COc1cc(NC(=O)COC(=O)CNS(=O)(=O)c2ccc(F)c(F)c2F)cc(OC)c1	26.7	2.0	-15.5	-1.2	-5.2	-9.3	-1.2	-6.4	0.5
CC1N=C2c3ccccc3N=C(SCc3cc(=O)n4cc(Cl)ccc4n3)N2C1=O (centres undefined)	-17.8	4.6	-30.3	-1.0	-0.5	12.4	0.0	-4.8	-0.3
O=C(Cn1c(=O)sc2ccccc21)OC(CCl)CCl	-1.6	7.2	21.6	-1.2	-8.9	3.1	-1.5	3.6	-0.4
O=C1CC2(CCN(C(=O)c3ccc(F)cc3)CC2)Oc2ccccc21	1.6	-4.2	-7.9	0.3	-18.0	12.0	0.6	-3.1	0.5
CCCNC(=O)Cn1cnc2sc(C(=O)N3CCN(Cc4ccc5c(c4)OCO5)CC3)c(C)c2c1=O	-3.4	-1.0	-5.6	4.2	-5.2	8.3	2.5	-0.5	3.1
CCOC(=O)C(NC(=O)c1ccccc1)(N1CCCC1=O)C(F)(F)F (centres undefined)	-1.9	-0.5	-15.7	2.5	5.3	12.5	0.7	-0.8	-0.1
CCCN(C(=O)c1cccc(-n2cccc2)c1)c1c(N)n(Cc2ccccc2)c(=O)[nH]c1=O	6.0	-1.8	-10.7	1.4	1.5	0.6	-0.4	10.1	-0.4
O=C1c2ccccc2-c2onc3c(N4CCN(C5CCCCC5)CC4)cc(NCCO)c1c23	-31.2	0.4	nt	0.4	-0.5	5.2	nt	-0.2	0.8
Cc1cc(C(=O)Nc2ccc3[nH]ccc3c2)no1	5.9	6.6	12.2	1.8	-5.5	9.0	-1.3	4.2	-0.3
CCOC(=O)N/N=C(\C)c1ccc(Br)cc1	21.7	-8.8	3.5	2.2	-10.1	5.8	-0.4	-1.3	-0.4
CCOC(=O)c1c(-c2ccccc2)c2cc(OC)ccc2n1CCCN(C)C	-21.7	-1.8	29.3	30.6*	-3.1	-6.7	-0.1	-6.3	8.1
CCCCOC(=O)C1=C(C)Nc2nnnn2C1c1ccc(OC)c(OC)c1OC (centres undefined)	-2.4	-1.9	20.9	8.2	17.9	-0.4	-0.1	-1.9	-1.5
COc1cc2nc(N3CCN(c4cc(C)ccc4C)CC3)nc(N)c2cc1OC	-29.3	-2.4	13.1	11.5	-17.0	-15.6	2.3	3.5	-0.7
COc1ccc(OC)c(S(=O)(=O)Nc2ccccc2C)c1	4.4	-2.8	9.0	0.4	8.5	3.1	-0.5	-4.5	-0.6
CCOC(=O)c1[nH]c2c(c1Cc1ccccc1OC)C(=O)CC(c1ccccc1)C2 (centres undefined)	-19.4	2.8	nt	15.4	-1.5	5.0	-0.1	-1.4	-1.1
CCOc1ccc(C(=O)Nc2nnc(SCc3cc(=O)c4cc(C)ccc4[nH]3)s2)cc1	4.7	-4.3	nt	-0.1	-19.7	-10.9	1.6	-1.9	0.0
CCN1C(=O)[C@@H]2[C@H](C1=O)[C@@H]1C(=O)Nc3ccccc3C(=O)N1[C@@H]2c1cccc(OC)c1	nt	0.7	-10.2	0.6	2.9	-2.6	0.9	-2.9	0.6
CCOc1ccccc1N(C)C(=O)Cn1ncc2c([nH]c3ccc(C)cc32)c1=O	4.0	3.5	nt	3.2	-7.1	13.1	nt	0.0	0.4
Cc1ccc(-c2cc[n+](Cc3ccccc3)cc2)cc1	-12.8	-1.8	2.0	1.6	-5.4	-2.2	0.2	-6.4	0.1
CCOC(=O)c1cc(C(C)=O)n2ccccc12	19.4	-10.3	-21.0	2.9	7.1	-3.6	0.0	2.0	-0.6
CCCCCn1c2c(c(=N)c3ccccc31)CCC2	-6.7	2.6	-4.1	0.9	-10.7	-5.8	1.2	-13.9	0.1
COc1ccc(Cl)cc1C(=O)NCCS(=O)(=O)N1CCN(c2ccccc2OC)CC1	-19.2	0.2	nt	-0.4	14.8	-11.0	nt	-1.2	-0.6
O=C(NCc1cccnc1)c1cc(Cl)ccc1[N+](=O)[O-]	-6.4	9.9	6.1	3.0	-9.0	5.7	0.9	-2.9	1.1
Cc1ccc(S(=O)(=O)CCC(=O)OCC(=O)NCC(=O)Nc2c(C)cc(C)cc2C)cc1	-15.7	-3.7	-7.6	0.1	-2.6	6.0	-0.2	-3.2	-0.2
CCCCN(C(=O)CNC(=O)c1ccco1)C(C(=O)NC1CCCCC1)c1ccc(OC)cc1OC (centres undefined)	7.0	8.8	-4.6	2.0	-2.9	7.5	-0.8	-3.4	-0.7
CC(=O)c1cccc(NC(=O)C(=O)c2cn(CC(=O)N3CCCCC3)c3ccccc23)c1	-3.4	-3.9	-11.5	0.7	-3.1	0.6	-0.2	6.7	0.9
O=C(O)c1cc2nccc(-c3ccc(F)cc3)n2n1	13.4	-3.3	-2.4	4.2	2.0	1.9	1.9	-7.1	0.5

Single records, from the list above. Order of values: RXFP1 antagonist	TRHR enhancer	D2 antagonist	D1 agonist	D1 antag	D2 PAM	D2 ag	D1 PAM	TRHR ag
`O=C(NCc1cccnc1)c1cc(Cl)ccc1[N+](=O)[O-]` is entered as -6.4	9.9	6.1	3.0	-9.0	5.7	0.9	-2.9	1.1
`COc1ccc(Cl)cc1C(=O)NCCS(=O)(=O)N1CCN(c2ccccc2OC)CC1` is entered as -19.2	0.2	nt	-0.4	14.8	-11.0	nt	-1.2	-0.6

Of the compounds above, these contain a halogen:
SMILES	RXFP1 antagonist	TRHR enhancer	D2 antagonist	D1 agonist	D1 antag	D2 PAM	D2 ag	D1 PAM	TRHR ag
O=C(NCC[C@@H]1C[C@@H]2C=C[C@H]1C2)c1cc(COc2ccc(F)cc2F)on1	-2.6	1.5	-18.8	7.0	29.1	-5.2	0.3	-3.5	0.4
O=C(O)c1ccc2c(c1)C(=O)N([C@H](Cc1ccc(F)cc1)C(=O)O)C2=O	nt	4.5	nt	1.1	-11.8	nt	nt	6.0	0.7
O=C(CSc1cccc(C(F)(F)F)c1)Nc1ccc(Cl)cc1Cl	-5.1	-5.6	48.6*	1.0	7.1	-8.5	-0.2	1.5	0.1
Cc1ccc(S(=O)(=O)Nc2nc(-c3ccc(F)cc3)cs2)cc1	-1.7	-4.3	-8.6	2.2	3.6	-8.6	-1.0	-2.2	-1.0
COc1cc(Cl)c(NS(=O)(=O)c2c(C(=O)N3CCCC3)c(C)n(C)c2C)c(OC)c1	-1.9	1.7	-1.6	3.4	4.1	4.9	0.0	-6.8	0.2
COc1cc(NC(=O)COC(=O)CNS(=O)(=O)c2ccc(F)c(F)c2F)cc(OC)c1	26.7	2.0	-15.5	-1.2	-5.2	-9.3	-1.2	-6.4	0.5
CC1N=C2c3ccccc3N=C(SCc3cc(=O)n4cc(Cl)ccc4n3)N2C1=O (centres undefined)	-17.8	4.6	-30.3	-1.0	-0.5	12.4	0.0	-4.8	-0.3
O=C(Cn1c(=O)sc2ccccc21)OC(CCl)CCl	-1.6	7.2	21.6	-1.2	-8.9	3.1	-1.5	3.6	-0.4
O=C1CC2(CCN(C(=O)c3ccc(F)cc3)CC2)Oc2ccccc21	1.6	-4.2	-7.9	0.3	-18.0	12.0	0.6	-3.1	0.5
CCOC(=O)C(NC(=O)c1ccccc1)(N1CCCC1=O)C(F)(F)F (centres undefined)	-1.9	-0.5	-15.7	2.5	5.3	12.5	0.7	-0.8	-0.1
CCOC(=O)N/N=C(\C)c1ccc(Br)cc1	21.7	-8.8	3.5	2.2	-10.1	5.8	-0.4	-1.3	-0.4
COc1ccc(Cl)cc1C(=O)NCCS(=O)(=O)N1CCN(c2ccccc2OC)CC1	-19.2	0.2	nt	-0.4	14.8	-11.0	nt	-1.2	-0.6
O=C(NCc1cccnc1)c1cc(Cl)ccc1[N+](=O)[O-]	-6.4	9.9	6.1	3.0	-9.0	5.7	0.9	-2.9	1.1
O=C(O)c1cc2nccc(-c3ccc(F)cc3)n2n1	13.4	-3.3	-2.4	4.2	2.0	1.9	1.9	-7.1	0.5
